# Cdc25B inh: inhibitors of human Cdc25B phosphatase; P30305; 65,000 compounds, 0.1% hits; AID 368; recombinant Cdc25B, OMFP fluorescence Ex485/Em525; inhibition, %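 (compounds tested at 10 µM final in the well)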; in the data active = inhibition above about 50%
# MKP-1 inh: inhibitors of human MKP-1 phosphatase. recombinant MKP-1, OMFP hydrolysis fluorescence. inhibition, %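 (compounds tested at a single concentration somewhere between 10 and 100 µM)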. 65,000 compounds, 0.15% hits;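 active = inhibition above about 50%, limit read from the data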;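 note: 0% = DMSO max control wells and 100% = wells with enzyme stopped by NaOH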
# Target sequence (P28562 whole entry, looked up): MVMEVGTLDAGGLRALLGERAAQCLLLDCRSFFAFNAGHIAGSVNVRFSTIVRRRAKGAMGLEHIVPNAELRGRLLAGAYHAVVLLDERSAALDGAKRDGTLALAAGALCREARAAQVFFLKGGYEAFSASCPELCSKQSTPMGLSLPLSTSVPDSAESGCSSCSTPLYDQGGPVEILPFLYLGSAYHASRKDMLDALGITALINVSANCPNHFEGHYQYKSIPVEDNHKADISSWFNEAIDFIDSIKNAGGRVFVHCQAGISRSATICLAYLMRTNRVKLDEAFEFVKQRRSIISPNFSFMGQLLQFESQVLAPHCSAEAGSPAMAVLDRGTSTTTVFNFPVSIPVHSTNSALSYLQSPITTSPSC
# MMP13 inh: MMP13 (human) collagenase inhibition; P45452; MMP-13 fTHP FRET cleavage, Mca fluorescence; inhibition, % at 4 µM; 65,000 compounds, 0.07% hits; AID 570;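 active = inhibition above the mean of compound-free control plate wells plus 3 SD, cut at about 14% in these data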;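 note: 0% = DMSO wells and 100% = wells with reference MMP-13 inhibitor after basal subtraction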
# FXIIa mix inh: factor XIIa (human) inhibition, mixture screen | P00748 | purified FXIIa, fluorogenic substrate, pooled mixtures | inhibition, % at 5 µM | 62,000 compounds, 0.2% hits | AID 684;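 note: 0% = enzyme without compound and 100% = no enzyme blank; some results filed as inactive read as strong as hits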
# Hsp90 block: displaces geldanamycin probe from tumor Hsp90. NCI-N417 lysate Hsp90, Cy3B-geldanamycin FP displacement. inhibition, % at 30 µM. 64,000 compounds, 0.35% hits;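 active = inhibition above 50%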;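 note: 0% = tracer plus lysate wells and 100% = tracer alone without lysate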
# Abs 340nm: compounds absorbing at 340 nm | compound absorbance at 340 nm, fold over control | fold change at 10 µM | 65,000 tested, under 10 active | AID 708;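 active = at 10 µM dose, initial 340 nm absorbance at least 2 fold that of control wells; inactive = change under 2 fold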;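 note: initial absorbance extrapolated from kinetic A340 decline of NADH oxidation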
# JNK3 inh: blocks human JNK3 kinase activity; purified JNK3 kinase activity, HTS; inhibition, % at 8 µM; 60,000 compounds, 0.61% hits; AID 746; in the data active = inhibition above about 17%;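 note: 0% = DMSO and 100% = reference inhibitor; many of its hits are not listed in these tables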
# Target sequence (P53779 whole entry, looked up): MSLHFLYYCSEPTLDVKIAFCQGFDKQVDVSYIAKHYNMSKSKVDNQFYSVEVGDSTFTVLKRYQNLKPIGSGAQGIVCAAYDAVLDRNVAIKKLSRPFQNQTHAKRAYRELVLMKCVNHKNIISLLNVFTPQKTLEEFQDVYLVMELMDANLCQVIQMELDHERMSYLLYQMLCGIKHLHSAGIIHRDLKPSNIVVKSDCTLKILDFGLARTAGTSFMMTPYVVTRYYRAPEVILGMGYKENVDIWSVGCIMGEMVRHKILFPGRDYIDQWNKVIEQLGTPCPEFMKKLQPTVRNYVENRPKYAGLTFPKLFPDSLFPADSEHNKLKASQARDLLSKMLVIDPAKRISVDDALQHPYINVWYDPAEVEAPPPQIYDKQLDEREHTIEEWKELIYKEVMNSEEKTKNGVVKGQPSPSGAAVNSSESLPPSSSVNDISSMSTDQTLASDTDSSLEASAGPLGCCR
# AP complement: alternative pathway complement inhibition, orthogonal assay. 62,000 compounds, 0.08% hits. Human serum alternative complement pathway, LPS-coated ELISA, C3 deposition; tested in compound mixtures. inhibition, % at 5 µM;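 active = inhibition above 30% in each of the two pooled mixtures holding the compound, so the lower value exceeds 30%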;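 note: 0% = serum in Mg-EGTA without compound and 100% = EDTA serum blank; some compounds past the cut are filed as inactive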
#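 Assay system: Human serum alternative complement pathway, C3 deposition on LPS-coated wells | Incubation: 1 h serum-compound exposure at 37 °C | Doses: 5 µM per compound in ten-compound mixtures | Read-out: Percent inhibition | Technique: ELISA with HRP anti-human C3 antibody, TMB substrate, absorbance 450 nm | Replication: Two pool placements per compound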
# FXIa inh mix: blocks human factor XIa in pooled compound mixtures; P03951; purified FXIa, fluorogenic substrate; inhibition, % at 5 µM; 62,000 compounds, 0.19% hits;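 note: each value is inhibition by a whole ten-compound pool holding the compound; 0% = enzyme with no mixture and 100% = wells lacking enzyme; strong numbers were not always called active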
# * hit, by the source's call; . = no result given. Cut-off read from the data, not from the text of the source, unless noted: active = inhibition above about 20% (passing the limit was not always enough); inactive = the rest.
smiles	FXIa inh mix	AP complement	MKP-1 inh	Cdc25B inh	Abs 340nm	MMP13 inh	JNK3 inh	FXIIa mix inh	Hsp90 block
Cc1ccc(C(=O)Nc2cc(=O)n(C)c(=O)n2C)cc1C	5.0	17.4	3.1	-6.5	1.07	6.4	2.4	10.9	-7.0
COc1ccc(N2CCN(c3nc4c(c(=O)[nH]c(=O)n4C)n3CCCc3ccccc3)CC2)cc1	3.6	-5.4	-13.7	4.8	0.98	-9.7	5.2	7.9	-2.2
COc1ccc(C(=O)CSc2n[nH]c(-c3ccco3)n2)cc1	13.0	6.0	8.1	-3.4	1.08	7.3	3.2	2.5	-2.4
COC(=O)c1ccccc1N=C(SC)N(C)C	7.8	9.1	-13.5	0.1	1.06	-9.7	5.3	1.6	1.1
CCCN1C(=O)c2ccc(C(=O)Nc3nccs3)cc2C1=O	4.4	15.0	8.5	5.9	1.06	3.6	5.7	3.4	0.1
Cc1nc(Nc2nc3ccccc3o2)nc2c1CCC2	8.3	8.0	7.8	-10.3	1.07	3.3	6.4	-15.9	0.8
CCOC(=O)c1ccc(NC(=O)Cn2nnc(-c3ccc(C)cc3)n2)cc1	4.3	11.5	-13.9	-11.1	1.09	-1.5	8.0	3.6	2.0
Cc1oc(-c2ccc(Cl)cc2)nc1CN1CCCC(C(=O)NCCCN2CCOCC2)C1 (stereo not given)	-7.0	0.0	13.0	-12.0	1.01	4.9	-4.8	-1.9	-4.3
CCCCN(CC)CCCNC(=O)Cn1nc(Cc2ccncc2)c2ccccc2c1=O	-2.2	-5.1	-2.3	-2.9	1.01	-16.4	-1.6	1.7	1.5
Cc1ccc(OCC(=O)Nc2ccc(N(C)C)cc2)cc1	-4.0	15.9	-16.4	4.0	1	-1.7	4.9	7.2	-0.8
COC(=O)c1[nH]c2cccc(C)c2c1NC(=O)CN1CCN(C(=O)c2ccco2)CC1	18.2	2.4	-12.1	2.2	1.03	-2.4	-15.7	5.6	-3.9
CC(Oc1ccc(-c2ccccc2)cc1)C(=O)N1CCOCC1 (stereo not given)	7.9	11.0	8.8	-5.3	1.02	4.3	5.5	6.2	-7.5
Brc1ccc(CSc2nnc(-c3cnccn3)n2Cc2ccco2)cc1	8.2	11.0	14.4	-3.7	1.02	-3.4	-0.3	-17.3	-9.8
CCOC(=O)Cn1cnc2c(nnn2Cc2ccc(Cl)cc2)c1=O	5.5	17.1	18.6	0.6	0.98	-7.1	-2.3	-21.5	-4.2
Cc1cccc(Cn2cnc3c(nnn3Cc3ccc(F)cc3)c2=O)c1	8.1	13.9	2.2	-16.9	0.98	2.0	0.7	-15.4	-2.1
CN1CCN(C(=O)CC23CC4CC(CC(C4)C2)C3)CC1	-0.8	-11.6	0.0	-7.4	0.99	7.3	4.1	2.8	2.8
CCOC(=O)c1[nH]c(C)c(C(=O)NC(C)CC)c1C (stereo not given)	7.6	7.7	3.6	-29.9	1.02	3.6	9.4	2.3	-4.4
COC(=O)[C@H](C)NC(=O)Nc1ccc(OC)cc1OC	4.7	11.0	-22.9	-2.6	1.04	-4.4	-4.5	9.1	-1.0
CCC1(CC)NC(=O)NC1=O	4.8	11.8	3.8	27.8	0.99	1.0	-13.5	6.6	-0.6
O=C(CSc1ncc(-c2ccccc2)nn1)NCc1ccco1	12.0	12.1	3.4	-3.2	1.08	-4.7	3.4	0.5	-5.0
CCCOC(=O)CSC1=C(C#N)C(c2ccccc2OCC)C(C#N)C(=O)N1 (stereo not given)	.	.	-8.4	-16.3	1.05	0.3	2.4	.	-4.0
O=C1CCCc2c1cc(C(=O)NCCCN1CCOCC1)c(=O)n2-c1ccc(Cl)cc1	7.8	11.6	-4.7	-51.6	1.01	-5.6	4.6	2.1	4.9
O=C(CSc1nc2nc[nH]c2c(=O)[nH]1)NC1CCCCC1	6.1	2.3	5.2	-3.9	1	4.8	7.0	1.4	-1.0
Cc1cccc2cc(C(c3nnnn3CC3CCCO3)N3CCc4ccccc4C3)c(=O)[nH]c12 (stereo not given)	7.6	3.0	10.5	3.2	1.09	-13.0	1.5	7.4	-6.3
O=C(OCc1ccccc1)C1CCCN1C(=O)c1cccs1 (stereo not given)	9.2	11.6	-3.5	-4.4	0.98	2.0	1.1	2.4	-0.1
CCN(CC)CCOC(=O)c1c(C)oc2ccc(O)cc12	8.8	3.2	1.8	-4.2	0.98	5.7	6.3	6.7	-0.8
CC1=C(C(=O)OCc2ccccc2)C(c2ccc(C)o2)C2=C(CCCC2=O)N1 (stereo not given)	7.9	17.5	5.0	-3.4	1.02	-4.5	-6.7	11.8	-0.6
O=C(c1ccccc1F)N1CCc2ccccc21	5.2	-4.0	6.2	-13.7	1.02	-2.7	9.3	1.3	-4.6
O=C(COc1ccc(S(=O)(=O)N2CCOCC2)cc1)Nc1ccc(Cl)c(C(F)(F)F)c1	2.5	19.9	-6.2	-3.7	1.02	1.0	9.0	1.7	-3.1
CCn1ccc(C(=O)Nc2ccc(Cl)cn2)n1	6.9	8.6	0.0	-3.8	1.02	-2.3	-2.2	-13.8	-2.2

# Complete entries, looked up by structure:
# CCCOC(=O)CSC1=C(C#N)C(c2ccccc2OCC)C(C#N)C(=O)N1 (stereo not given) is entered as FXIa inh mix: .; AP complement: .; MKP-1 inh: -8.4; Cdc25B inh: -16.3; Abs 340nm: 1.05; MMP13 inh: 0.3; JNK3 inh: 2.4; FXIIa mix inh: .; Hsp90 block: -4.0
# O=C(CSc1ncc(-c2ccccc2)nn1)NCc1ccco1 is entered as FXIa inh mix: 12.0; AP complement: 12.1; MKP-1 inh: 3.4; Cdc25B inh: -3.2; Abs 340nm: 1.08; MMP13 inh: -4.7; JNK3 inh: 3.4; FXIIa mix inh: 0.5; Hsp90 block: -5.0

# The list goes on.
smiles	FXIa inh mix	AP complement	MKP-1 inh	Cdc25B inh	Abs 340nm	MMP13 inh	JNK3 inh	FXIIa mix inh	Hsp90 block
CC(C)C(OC(=O)CN1C(=O)COc2ccccc21)C(=O)NC1CCCC1 (stereo not given)	5.2	1.5	-1.4	21.1	1.03	0.2	-2.8	9.3	-2.2
COc1cccc(N=C2SC(C(=O)Nc3ccccc3F)CC(=O)N2C)c1 (stereo not given)	0.7	6.4	4.6	-20.9	0.99	3.6	6.1	2.7	-0.9
CN(CCNC(=O)C1CC(=O)N(C2CCCC2)C1)Cc1ccccc1 (stereo not given)	-6.8	3.0	7.8	-6.6	1.05	0.3	2.9	9.0	0.2
O=C(NC1CCCC1)C(c1cccs1)N(Cc1ccco1)C(=O)c1csnn1 (stereo not given)	6.0	11.7	-11.2	5.6	1.01	-1.1	-0.1	7.1	0.5
CCN(CC)C(=O)C1CC(=O)OC1(C)C (stereo not given)	6.5	12.9	15.5	-2.0	1	-1.3	-6.2	1.9	-1.2
O=C1CCCC2=C1C(c1c(Cl)nc3sccn13)C1=C(CCCC1=O)N2	2.8	18.2	17.1	6.1	1.01	-0.9	-0.6	4.7	-1.8
Cc1ccc(S(=O)(=O)N2CCC(C(=O)Nc3nnc(C4CCCC4)s3)CC2)cc1	-3.8	-2.5	-16.1	-4.2	1.03	0.7	0.7	-18.2	1.0
Cn1c(=O)oc2cc(S(=O)(=O)N3CCC(C(=O)NCC4COc5ccccc5O4)CC3)ccc21 (stereo not given)	1.9	30.5	8.2	-7.0	1.03	1.0	-1.6	-2.8	-0.9
Cc1ccc2nc(NCCCNC(=O)c3cnccn3)c(C#N)cc2c1	-0.5	-7.6	16.8	5.6	0.97	-35.6	-1.7	11.7	-6.2
O=C(CSCc1ccccc1)N1CCN(c2ccc(F)cc2)CC1	8.5	12.5	10.1	-8.1	1.01	.	.	-7.0	.
CC(=O)Nc1nc2c(c3c1c(=O)oc1ccccc13)CC(C)CC2 (stereo not given)	10.4	5.7	2.0	3.8	0.99	-23.5	4.4	8.2	0.8
O=C(C1CCC1)N1CCc2cc(S(=O)(=O)Nc3ccc4c(c3)OCCO4)ccc21	1.3	1.5	-3.9	5.2	0.97	-1.2	3.9	7.7	-1.3
COc1cc(N2CCCC2)c(OC)cc1/C=c1/sc2nc3ccccc3n2c1=O	.	.	-24.9	8.9	1.01	5.5	-4.2	.	-47.0
Cc1nn(-c2nnc(C)c(=O)[nH]2)c(C)c1SCC(=O)Nc1ccc(F)cc1	0.5	7.1	0.3	-10.2	1.03	-3.4	3.8	5.4	-7.1
Cc1ccc(-n2c(SCc3ccc(C#N)cc3)nnc2-c2ccccn2)cc1	-3.1	-3.6	-8.7	0.9	1	1.0	1.7	7.2	0.6
CC(=O)c1cccc(NC(=O)NC2CCCCC2)c1	7.8	2.9	2.6	-4.2	1.06	3.1	0.8	9.9	-0.6
CSCC[C@H](NC(=O)OC(C)(C)C)c1nnc(SCC(=O)N(C)C)o1	5.8	14.0	7.3	-4.5	1.05	6.7	-7.6	0.9	-3.3
O=C(CSc1nnnn1-c1ccccc1)Nc1ccc(N2CCOCC2)c(Cl)c1	4.1	-0.4	-3.6	-13.1	1.03	-2.2	-6.9	-15.0	-6.0
CC1CN(c2ncnc3c2oc2ccccc23)CC(C)O1 (stereo not given)	-43.9	3.8	-12.6	0.5	1.06	3.5	-4.8	4.5	-3.6
CCOC(=O)CN1C(=O)C(O)(C2CCc3ccccc3C2=O)c2ccccc21 (stereo not given)	1.7	11.6	2.5	-0.8	1.03	2.5	0.3	3.6	-4.9
COCC(=O)N(CCc1ccc(OC)cc1)Cc1nc2ccccc2c(=O)[nH]1	19.8	-11.8	-26.1	3.1	1.01	0.6	-0.8	2.6	-1.4
O=C(Nn1cnnc1)c1cc2c(s1)CCCC2	12.0	3.3	-3.6	-3.3	0.98	1.6	6.9	30.9	-14.0
COc1ccc(CC(NC(C)=O)C(=O)NC2CCN(c3nnnn3-c3ccccc3)CC2)cc1 (stereo not given)	6.8	-3.7	11.4	-6.8	0.97	-3.5	1.2	31.0	-0.8
N#CC1=C(N)C(C#N)(C#N)C(c2cccnc2)C2CCCC=C12 (stereo not given)	-1.1	10.6	15.3	5.0	1.02	-12.8	4.7	-7.7	-11.0
c1ccc(OCc2nn3c(C4CCCCC4)nnc3s2)cc1	.	.	-25.8	2.4	1.01	-0.7	-6.2	.	-0.6
O=C(CCNS(=O)(=O)c1cccs1)N1CCc2ccccc2C1	2.9	17.2	-4.4	-14.5	1	-0.1	6.5	4.8	-4.4
COc1ccc(Cl)cc1NC(=O)c1nc2nc(C)cc(C(F)F)n2n1	-2.1	12.0	10.5	-5.8	1.06	1.6	-5.2	11.0	-4.6
Cc1cccc(OCC(=O)Nc2ccc3c(c2)nc(CCN2CCN(C)CC2)n3C)c1	3.7	-20.8	16.1	-14.4	0.97	2.1	0.6	8.5	-0.2
Nn1c(COc2cccc(Br)c2)nnc1SCC(=O)N1CCc2ccccc2C1	-2.0	10.9	13.4	-10.1	1.03	-4.1	.	0.4	.
Cn1cnnc1SCCn1c(N2CCCCC2)nc2c1c(=O)[nH]c(=O)n2C	7.6	14.5	6.8	2.9	1.02	3.3	4.6	2.9	-8.7
COc1cc(-c2cc(C(=O)O)c3c(OC)c(OC)c(OC)cc3n2)ccc1O	25.0	55.8	-1.6	-9.5	1.15	2.3	-0.1	0.7	4.5
CCOC(=O)N1CCN(C(=O)c2ccc(-n3c(=S)[nH]c4ccccc4c3=O)cc2)CC1	.	.	-2.9	-8.3	1.05	0.4	.	.	-2.9

# Compound activity from PubChem BioAssay.
